ERK EGF inh: qHTS Assay for Inhibitors of the ERK Signaling Pathway using a Homogeneous Screening Assay; Stimulation with EGF; Potency, µM (top dose mostly 11.5 µM), inactives show at the top dose activity change, negative = inhibition, usual class: inhibitors; HEK293-V1b, EGF-stimulated phospho-ERK AlphaScreen; AID 1454, 2008; hit rate 0.41% among 130,000; active = well fitted inhibition curve with a large enough effect; inconclusive = small, poorly fitted or top-dose-only effect, or effect the other way;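 also: plate controls were stimulated vehicle wells for no effect and unstimulated vehicle basal for full effect; nearly all actives have a fitted effect of over 55% in size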
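Concentration-response of compounds against EGF-driven ERK phosphorylation in V1b-expressing HEK293 cells; 30 min preincubation, 5 min EGF, AlphaScreen detection; Normalized to DMSO basal and 25 nM EGF.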
Numbers without * were called inactive; ? = inconclusive; & = joins results of further samples; [ ] = another dose, or the depositor's remark. Potency is read from the fitted curve at half-maximal effect.

SMILES	ERK EGF inh
Cc1cc(=O)[nH]c2c1c(C)nn2C(C)(C)C	-5.9%[57.5 µM]
CCN1CCS/C1=C/C=C/C1=[N+](CC)CCS1	6.4%
O=C1c2ccccc2C(=O)N1OCc1ccccc1[N+](=O)[O-]	-2.3%
CC1(C)CC(=O)C2=C(C1)OC(N)=C(C#N)[C@@H]2c1ccccc1[N+](=O)[O-]	-3.7%[57.5 µM]
Cc1onc(-c2ccccc2Cl)c1C(=O)NC(=S)Nc1ccccc1F	7.0%
CCCCOc1ccc(CSC(=N)N)cc1Cl	7.7%[57.5 µM]
COc1cccc(CS(=O)(=O)c2nnnn2-c2ccc(F)cc2Br)c1	-1.9%
COc1cc(/C=C(/Sc2nnc(-c3ccc(F)cc3)o2)C(=O)O)ccc1OC(F)F	10.2%
Cc1ccc(-c2nnn(CC(=O)N(CCN3CCOCC3)C(C(=O)NC(C)(C)C)c3ccc(C)o3)n2)cc1 (stereo unspecified)	-14.0%[57.5 µM]
CCOc1ccc(C(c2c(NC(=O)c3ccccc3)sc(C)c2C)N2CCN(C)CC2)cc1 (stereo unspecified)	-17.2%
COC(=O)c1ccc2nc(-c3ccc(S(C)(=O)=O)cc3)cn2c1	-5.2%
COc1cc2c(cc1Cl)/C(=C\CCN(C)C)c1ccccc1S2	-1.4%
COc1ccc(/C=N/Nc2ncc(C(F)(F)F)cc2Cl)c(OC)c1OC	-3.3%
Cc1ccc(SCc2nc(N)nc(Nc3ccccc3C)n2)c(C)c1	-8.3%
COC(=O)C1=C(N)Oc2c(oc(CO)cc2=O)C1c1ccc(F)cc1 (stereo unspecified)	7.2%[57.5 µM]
O=C(CC1(O)C(=O)c2ccccc2C1=O)c1ccccc1	14.7%
CC(=O)N(Cc1ccccc1)Cc1nc2sc(C)c(C)c2c(=O)[nH]1	-11.7%
Cn1c(=O)c2c(nc(CN3CCOCC3)n2CCCc2ccccc2)n(C)c1=O	7.1%
COc1cc2c(cc1OC)C(C)N(C(=O)c1c(-c3ccccc3)noc1C)CC2 (stereo unspecified)	4.6%[57.5 µM]
O=C(O)c1cc(NN=Nc2cccc([N+](=O)[O-])c2)cc([N+](=O)[O-])c1	-4.2%[57.5 µM]
Cc1ccc(S(=O)(=O)Oc2ccccc2/C=N/O)cc1	?
CC1=C/C(=N\OS(=O)(=O)c2ccccc2)C=CC1=O	?
CC(OC(=O)c1ccc(S(=O)(=O)N(C)C)cc1)C(=O)Nc1ccc(Cl)cn1 (stereo unspecified)	5.1%
OCCOCCNc1ncnc2c1cnn2-c1ccccc1	?
O=c1[nH]cc(F)c(=O)[nH]1	16.1%&15.6%
COc1ccc(C(=O)/C=C/c2ccccc2)c(O)c1	-7.5%[57.5 µM]
O=C(CCCOc1ccccc1)Nc1cccc([N+](=O)[O-])c1	-6.7%
O=C(O)Cn1cc(C(=O)C(F)(F)F)c2ccccc21	-11.4%
CCCc1cc(=S)n2c([nH]c3ccccc32)c1C#N	0.0%[57.5 µM]
Cc1cc(NC(=O)c2sccc2C)n(-c2nc3ccccc3[nH]2)n1	?
CC1Cc2ccccc2N1C(=O)CSc1nccc(=O)[nH]1 (stereo unspecified)	-22.5%
CC(=O)N1CC[n+]2c(-c3ccc([N+](=O)[O-])cc3)csc21	-14.5%[57.5 µM]
COc1cc(OC)cc(C(=O)Nc2ccc(S(=O)(=O)Nc3nc(C)cc(C)n3)cc2)c1	-1.7%
CCC(=O)Nc1nnc(CCc2ccccc2)s1	9.5%
Oc1ccc(Br)cc1-c1ccn[nH]1	8.4%
COC(=O)CC/C(=N/Nc1ccc(Cl)c(Cl)c1)C(=O)OC	8.5%
CCOC(=O)C(=O)C1=C(N2CCOCC2)/C(=C\c2ccc(F)cc2)CC1	-0.7%
Cc1c(-c2cccc(Cl)c2)nc2ccccc2c1C(=O)OCC(=O)N(C)C1CCS(=O)(=O)C1 (stereo unspecified)	5.5%
COC(=O)c1cc(C#N)c(=O)[nH]c1C	-1.7%
CC(=O)c1cccc(NC(=O)c2ccc3c(=O)n4c(nc3c2)CCCCC4)c1	-3.0%

Looked up by structure from the list above, 3 records:
SMILES	ERK EGF inh
Oc1ccc(Br)cc1-c1ccn[nH]1	8.4%
CC(=O)c1cccc(NC(=O)c2ccc3c(=O)n4c(nc3c2)CCCCC4)c1	-3.0%
COc1cccc(CS(=O)(=O)c2nnnn2-c2ccc(F)cc2Br)c1	-1.9%

Continuation.
SMILES	ERK EGF inh
CCOC(=O)c1ccc(NC(=O)Nc2cccc(C)n2)cc1	6.0%
Cc1cc(NC(=O)CSc2nc(-c3ccco3)cc(C(F)(F)F)n2)no1	15.7%
O=C(NCc1ccco1)/C(=C\c1ccco1)NC(=O)c1ccc(Br)o1	1.4%
CCC(=O)Nc1ccc(NC(=S)NC(=O)/C=C/c2ccccc2)cc1	-3.9%
COc1ccc(NC(=S)N(CCCN2CCCC2)Cc2cccn2Cc2ccc(Cl)cc2)cc1Cl	3.9%
COc1ccc(NC(=O)COC(=O)C2CCC(C(C)(C)C)CC2)c([N+](=O)[O-])c1 (stereo unspecified)	?
N#CCCN(Cc1cccs1)C(=O)Nc1ccc(F)cc1	-8.2%[57.5 µM]
O=C(/C=C/c1ccc2c(c1)OCO2)NCc1cn2cc(Cl)ccc2n1	-5.4%
CCOc1ccc(Cl)cc1/C=N/NC(N)=O	24.7%
CC(C)N1CCC(NC(=O)Nc2ccc3c(c2)OCO3)CC1	-5.2%
O=S(=O)(Nc1ccccc1O)c1ccc(Cl)nc1	-2.5%[57.5 µM]
COc1cc(/C=N/NC(=O)CCN2CCCCC2)ccc1O	-8.0%
CCCCCCCCCn1c2c(c(=N)c3c1CCC3)CCCC2	-6.3%
Cc1nc(N)c(CC(Br)CBr)c(Cl)n1 (stereo unspecified)	3.0%[57.5 µM]
Fc1cccc(Cl)c1CSc1ccc(-c2cccnc2)nn1	2.1%
COc1ccc(C(=O)NNC(=S)NC(=O)c2ccc(Br)o2)cc1OC	8.9%
O=C(Nc1cccc([N+](=O)[O-])c1)C(=O)N1CCCCC1	0.1%
CCS(=O)(=O)N1N=C(c2ccccc2)CC1c1ccc2nccnc2c1 (stereo unspecified)	18.9%
C#CCOCCOCCOCCNc1nc(N2CCN(C(=O)[C@H]([C@@H](C)CC)n3cc(CCC(=O)O)nn3)CC2)nc(N2CCN(C(=O)[C@H](C)n3cc(CCCN=C(N)N)nn3)CC2)n1	-2.1%
Cc1ccc(NC(=O)Nc2cccc([N+](=O)[O-])c2)nc1	4.0%
CC(C)(C)c1ccc(OC(=O)c2ccc(-n3cncn3)nc2)cc1	1.7%
COc1ccc(CNC(=O)CCc2nc3cc(S(=O)(=O)N(C)C)ccc3n2C)cc1OC	-1.5%
O=C(NCc1cn(-c2ccccc2)nc1-c1ccc(F)cc1)c1cccc([N+](=O)[O-])c1	-0.2%
C/C(CC(C)C)=N\NC(=O)Nc1ccccc1	-13.0%
CCN(CC)S(=O)(=O)c1cccc(C(=O)N[C@H](C(=O)Nc2nc3ccccc3s2)C(C)C)c1	6.6%
Cc1ccc(S(=O)(=O)NNC(=O)c2cnn(-c3ccccc3)c2C(F)(F)F)cc1	-15.3%[57.5 µM]
COc1ccc(C(C(=O)NC2CCCCC2)N(C(=O)CCl)c2ccc(C)cc2)cc1 (stereo unspecified)	3.3%
COc1ccc(NC(=S)Nc2cc(C(F)(F)F)ccc2F)cc1	-3.5%
CCN(CC)CCCC(C)Nc1nc(C)cc(Nc2ccc3nc(C)cc(N)c3c2)n1 (stereo unspecified)	-0.9%
O=C(Cn1nnc(-c2ccccc2)n1)NNC(=O)c1ccccc1	-10.7%
O=C(CCS(=O)(=O)c1cccc2nsnc12)NCc1ccccc1	1.1%
CC1=C(C(=O)NC(C)CCc2ccccc2)C2(CCC(C)CC2)OC1=O (stereo unspecified)	7.1%
CCCCc1ccc2nc(NC(=O)OC)[nH]c2c1	-19.0%[25.7 µM]
O=C(Cc1ccccc1)Nc1ccc(SC(F)F)cc1	4.6%
O=C(/C=C/c1ccc(Br)o1)NCCCN1CCOCC1	8.8%
O=C(NNC(=O)c1ccccc1Br)c1ccccc1Cl	3.2%
CCCCS(=O)(=O)N1C2=NC(C(=O)OC)=C(C(=O)OC)[C@@H]3N(C)c4ccc(OC)cc4[C@]23C[C@H]1C(=O)OC	-8.2%[57.5 µM]
O=C(CNC(=O)c1ccncc1)N/N=C/c1cccc([N+](=O)[O-])c1	-5.1%
COc1ccc(NCC(=O)N/N=C/C=C\c2ccccc2)cc1	-7.5%
Cc1nc(N2CCOCC2)c2nc(-c3ccccc3)n(CCCN3CCCCC3C)c2n1 (stereo unspecified)	-0.4%
COc1ccccc1NC(=O)/C=C/c1ccc(OC)c(S(=O)(=O)N2CCOCC2)c1	0.3%
COc1ccccc1C(=O)NCC1(c2ccccc2)CCCC1	0.3%
O=C(Nc1cnn(Cc2ccc(Cl)c(Cl)c2)c1)C12CC3CC(CC(C3)C1)C2	5.2%
COc1cc(OC)c2ccc(=O)oc2c1C(CC(=O)N1CCCC1)c1ccc2c(c1)OCO2 (stereo unspecified)	-9.7%[57.5 µM]
C/C(=N\NC(=O)c1ccccc1)c1cc2cc([N+](=O)[O-])ccc2oc1=O	2.8%
O=C(Nc1ccc(-c2ccc([N+](=O)[O-])cc2)cc1)c1ccccc1F	5.6%
CN(C(=O)COC(=O)c1ccc(-c2ccc(O)cc2)cc1)C1CCS(=O)(=O)C1 (stereo unspecified)	4.9%[57.5 µM]
CC(=O)c1c(O)c2ccccc2n(C2CCCCC2)c1=O	-10.1%[57.5 µM]
Cc1cc(=O)[nH]c(SCC(=O)NN(c2ccccc2)c2ccccc2)n1	-2.3%[57.5 µM]
O=C(c1ccc2c3n(nc2c1)-c1ccccc1CO3)N1CCCCC1	9.3%[57.5 µM]
O=C(CC(=O)NC1CCCCC1)N/N=C/c1ccccc1Cl	6.2%
CCOC(=O)c1ccc(NC(=O)c2nc[nH]c2C(=O)N2CCC(C)CC2)cc1	-7.4%[57.5 µM]
CC1(C)C2CCC1(C)C(NC(=O)/C=C/c1ccccc1)C2 (stereo unspecified)	4.3%
COc1ccc2cc(/C=N/NC(=O)c3ccc(CN(c4ccc(C)c(C)c4)S(C)(=O)=O)cc3)c(Cl)nc2c1	2.0%
Cc1nc(SCC(=O)Nc2ccc(OCc3ccccc3)cc2)n[nH]1	4.0%
CCOc1ccccc1OCC(=O)N/N=C(\C)Cc1ccc(OC)cc1	22.5%
CCc1nccn1-c1cc(C(C)(C)C)nc2c(-c3ccc(Cl)cc3)cnn12	-15.5%
Cc1nc2c(C(=O)NCc3cccs3)cnn2c(C)c1Cc1ccc(F)cc1	10.7%
CC1CCN(C(=O)C2CCN(S(=O)(=O)c3cccc4nsnc34)CC2)CC1	6.6%
O=C(CCNC(=O)Cn1cnc2ccccc2c1=O)NCC1CCCO1 (stereo unspecified)	1.6%

An excerpt of the results above, as a working copy:
SMILES	ERK EGF inh
COc1ccccc1NC(=O)/C=C/c1ccc(OC)c(S(=O)(=O)N2CCOCC2)c1	0.3%
COc1ccccc1C(=O)NCC1(c2ccccc2)CCCC1	0.3%
O=C(Nc1cnn(Cc2ccc(Cl)c(Cl)c2)c1)C12CC3CC(CC(C3)C1)C2	5.2%
COc1cc(OC)c2ccc(=O)oc2c1C(CC(=O)N1CCCC1)c1ccc2c(c1)OCO2 (stereo unspecified)	-9.7%[57.5 µM]
C/C(=N\NC(=O)c1ccccc1)c1cc2cc([N+](=O)[O-])ccc2oc1=O	2.8%
O=C(Nc1ccc(-c2ccc([N+](=O)[O-])cc2)cc1)c1ccccc1F	5.6%
CN(C(=O)COC(=O)c1ccc(-c2ccc(O)cc2)cc1)C1CCS(=O)(=O)C1 (stereo unspecified)	4.9%[57.5 µM]

Further compounds:
SMILES	ERK EGF inh
O=C(Nc1nc(-c2ccccn2)cs1)c1ccc2c(c1)OCCO2	?
O=C(COc1ccccc1)NC(=S)N1CCc2ccccc21	5.7%
CCOC(=O)c1nc(NNC(C)=O)sc1C	-1.3%
O=C(N/N=C(\Cc1ncc[nH]1)c1ccccc1)c1ccccc1	0.3%
COc1cccc(CNC(=O)C2CCC(CNc3c(N4CCC(C)CC4)c(=O)c3=O)CC2)c1 (stereo unspecified)	1.4%[57.5 µM]
Cc1cccc(NC(=S)NCCN2CCOCC2)c1C	2.7%
N#CCC(=O)Nc1sc2c(c1C(N)=O)CCCC2	1.3%
Cc1ccccc1NS(=O)(=O)c1cc(C(=O)Nc2cccc([N+](=O)[O-])c2)ccc1C	?
Cc1[nH]n(-c2ccc(Cl)cc2)c(=O)c1/C=N/n1c(C)nc2ccccc2c1=O	11.6%
N#Cc1nnn(-c2cc(Cl)cc(Cl)c2)c1N	-2.6%[57.5 µM]
O=C(c1ccncc1)N1CCC2(CCN(Cc3cc(C(F)(F)F)cc(C(F)(F)F)c3)CC2)CC1	6.2%
CCNC(=O)NS(=O)(=O)c1cnccc1Nc1cccc(Cl)c1	-9.5%
c1nc(NCC2(N3CCOCC3)CCCCC2)c2ccsc2n1	-3.5%
Cc1nn(-c2ccccc2)nc1CNC(=O)c1ncoc1-c1ccccc1	-1.7%[57.5 µM]
CC12CCC(C(=O)Nc3nc4ccc(Br)cc4s3)(OC1=O)C2(C)C (stereo unspecified)	-9.7%
O=C(CCn1c(=O)c2ccccc2n(Cc2cccc([N+](=O)[O-])c2)c1=O)N1CCc2ccccc2C1	4.0%
Fc1ccc(NCc2n[nH]c(=S)n2Cc2ccccc2)cc1	-10.1%[57.5 µM]

Shown as a markdown table: entries from further up
| compound | ERK EGF inh |
| --- | --- |
| O=C(N/N=C(\Cc1ncc[nH]1)c1ccccc1)c1ccccc1 | 0.3% |
| COc1cccc(CNC(=O)C2CCC(CNc3c(N4CCC(C)CC4)c(=O)c3=O)CC2)c1 (stereo unspecified) | 1.4%[57.5 µM] |

Compound activity as filed in PubChem.

These rows are one share of the data (hit frequency here may not be typical).
